High-throughput results as filed in PubChem.
Mcl-1 Bim block: human Bim-Mcl-1 interaction inhibition | Q07820 | Bead-based flow cytometry, Bim peptide-Mcl-1 binding | inhibition, % at 10 µM | actives 0.1% (n = 190,000) | AID 1009;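 further: 0% = no compound tracer wells and 100% = peptide blocker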
Target sequence (Q07820 whole entry, looked up): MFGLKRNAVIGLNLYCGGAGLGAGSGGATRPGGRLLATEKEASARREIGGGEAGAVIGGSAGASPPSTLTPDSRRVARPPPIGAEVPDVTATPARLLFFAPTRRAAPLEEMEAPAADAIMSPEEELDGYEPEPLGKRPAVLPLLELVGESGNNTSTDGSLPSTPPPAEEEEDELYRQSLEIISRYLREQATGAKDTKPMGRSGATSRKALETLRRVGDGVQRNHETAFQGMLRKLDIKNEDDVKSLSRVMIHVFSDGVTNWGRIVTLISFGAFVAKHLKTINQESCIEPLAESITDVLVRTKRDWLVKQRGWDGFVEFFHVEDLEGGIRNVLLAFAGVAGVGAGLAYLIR
RGS7-Gao: human RGS7-Galphao interaction regulation; AID 1439; Multiplexed bead flow cytometry, RGS7-Galphao binding; actives lie on both sides; binding response (% of control), % at 10 µM; actives 0.35% (n = 220,000); in the data active means binding response below about 49% or above about 150%; inconclusive means no clear call, values can overlap the other calls; inactive means in between;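 further: fluorescent Galphao held in activated GDP-AlF4 state binding bead-coupled RGS7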
RGS8-Gao reg: modulates binding of RGS8 to human Galphao | AID 1423 | actives 0.34% (n = 220,000) | P09471 | multiplexed bead flow cytometry; actives lie on both sides | response (percent of control binding), % at 10 µM; in the data active means response below about 60% or above about 140%; inactive means in between;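 further: Galphao activated as the GDP aluminium fluoride complex binding bead-coupled RGS8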
Bfl-1 Bim block: inhibitors of Bim-Bfl-1 interaction, human. Q16548. inhibition, % at 10 µM. Bead-based flow cytometry, Bim-Bfl-1 binding inhibition. actives 0.12% (n = 190,000);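 further: 0% = wells without compound plus tracer and 100% = blocker peptide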
RGS4-Gao reg: modulates binding of RGS4 to human Galphao; AID 1415; P09471; binding response (% of control), % at 10 µM; Multiplexed bead flow cytometry; actives lie on both sides; actives 0.33% (n = 220,000); in the data active means binding response below about 49% or above about 150%; inactive means in between;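 further: fluorescent Galphao activated with aluminum fluoride binding bead-coupled RGS4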
Mcl1-Bid inh: Mcl-1/Bid interaction inhibition; TR-FRET Mcl-1/Bid-Dy647 peptide binding, 1536-well; inhibition, % at 21.7 µM; actives 0.97% (n = 220,000);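 active means compounds that cut the binding signal by more than half at the single screening dose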;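 further: His-tagged Mcl-1 with europium anti-His antibody binding Bid BH3 peptide; 0% = Mcl-1 plus peptide wells and 100% = peptide-only wells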
Bcl-B Bim block: human Bim-Bcl-B interaction inhibition; bead-based flow cytometry, Bim peptide-Bcl-B binding; inhibition, % at 10 µM; actives 0.073% (n = 190,000); AID 951;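 further: 0% = tracer peptide without compound and 100% = reference inhibitor peptide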
Target sequence (Q9HD36 whole entry, looked up): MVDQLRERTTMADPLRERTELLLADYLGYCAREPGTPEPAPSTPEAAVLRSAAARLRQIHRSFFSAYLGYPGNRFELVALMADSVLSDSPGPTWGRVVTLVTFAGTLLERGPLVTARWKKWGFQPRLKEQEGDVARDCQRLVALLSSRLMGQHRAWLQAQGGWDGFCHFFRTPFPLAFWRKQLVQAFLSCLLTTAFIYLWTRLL
Bcl-W Bim block: disrupts Bim peptide binding to human Bcl-W; actives 0.02% (n = 190,000); inhibition, % at 10 µM; AID 952; bead-based flow cytometry;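 further: 0% = bound tracer without compound and 100% = peptide blocker; higher means less fluorescent Bim peptide bound to Bcl-W beads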
Target sequence (Q92843 whole entry, looked up): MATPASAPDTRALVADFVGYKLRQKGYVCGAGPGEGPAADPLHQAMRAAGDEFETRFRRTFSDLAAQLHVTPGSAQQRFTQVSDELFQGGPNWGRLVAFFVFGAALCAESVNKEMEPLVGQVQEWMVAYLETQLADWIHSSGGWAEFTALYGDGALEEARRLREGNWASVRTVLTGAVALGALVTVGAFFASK
Bcl-2 Bim block: disrupts Bim peptide binding to human Bcl-2; Bead-based flow cytometry, Bim peptide-Bcl-2 binding; inhibition, % at 10 µM; actives 0.06% (n = 190,000); in the data active means inhibition above about 40%; inconclusive means no clear call, values can overlap the other calls;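 further: 0% = no compound wells with probe peptide and 100% = reference peptide inhibitor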
Target sequence (P10415 whole entry, looked up): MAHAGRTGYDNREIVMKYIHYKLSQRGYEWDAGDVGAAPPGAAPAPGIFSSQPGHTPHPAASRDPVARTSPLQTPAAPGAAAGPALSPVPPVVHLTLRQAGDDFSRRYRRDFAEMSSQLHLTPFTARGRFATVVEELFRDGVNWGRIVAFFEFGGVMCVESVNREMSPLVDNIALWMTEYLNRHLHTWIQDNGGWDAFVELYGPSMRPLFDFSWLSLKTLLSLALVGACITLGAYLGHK
Bcl-XL Bim block: human Bim-Bcl-XL interaction inhibition; Bim peptide-Bcl-XL binding, bead flow cytometry, fluorescence; inhibition, % at 10 µM; actives 0.04% (n = 190,000)
GSH fluor: compound fluoresces at 488/530 nm on GSH beads; AID 1776; fluorescence (KMESF) at 10 µM; GSH beads flow cytometry, compound fluorescence 488/530 nm; stronger effect = higher value; actives 0.25% (n = 190,000); in the data active means fluorescence above about 89;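 further: glutathione beads carrying GST-tagged Bcl family fusion proteins plus one bare bead set; values are compound well signal with DMSO vehicle wells as background; inactives centre near 16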
* marks the source's active call; other numbers are inactive results; ? = inconclusive; nt = no result given. Unless noted, no stated cut-off is given here; in the data, active means inhibition above about 40%.

no.	mol	RGS8-Gao reg	Bcl-XL Bim block	Mcl-1 Bim block	Bcl-2 Bim block	RGS7-Gao	Bfl-1 Bim block
1	CCCOc1ccc(NC(=O)CC2Nc3ccccc3NC2=O)cc1 (stereo not drawn)	100	0	-1	-1	100	-5
2	COC(=O)c1ccccc1NC(=O)C1CC(=O)N(C2CCCCC2)C1 (stereo not drawn)	95	11	9	6	94	12
3	O=C(CN1CCSCC1)N/N=C/c1cccc(Cl)c1	101	0	0	-1	?	-6
4	C=CCn1c2ccccc2c2nnc(SCc3ccc4nonc4c3)nc21	98	-3	0	-7	99	-10
5	CC(=O)C1=C(O)C(=O)N(c2cc(C(C)(C)C)on2)C1c1ccc(Br)cc1 (stereo not drawn)	102	-6	0	-6	99	-10
6	CCOC(=O)CNC(=O)N1CCCC(CCC(=O)NCc2ccc(F)c(F)c2)C1 (stereo not drawn)	102	-1	-1	0	103	-8
7	COc1cc(/C=N/NC(=O)COc2ccc(Cl)cc2)ccc1OS(=O)(=O)c1ccc(C)cc1	102	1	-1	-11	97	-12
8	Cc1ccc2c(c1)S/C(=C/c1ccc[n+](C)c1)N2CCO	101	0	0	-2	102	-2
9	CCc1c(C)sc(NC(=S)Nc2cccnc2)c1C(=O)OC	101	-2	-4	2	93	6
10	CCCc1nnc(SCC(=O)N2CCOCC2)n1C	102	-2	0	-13	102	0
11	CCNC(=S)N/N=C(\C)c1ccc(Cl)s1	101	-8	-4	-21	100	-1
12	NC(=O)CSc1nc2sc(-c3ccccc3)cc2c(=O)n1N	96	1	0	-2	95	-1
13	CC(CNC(=O)c1cc(Cl)ccc1[N+](=O)[O-])NC(=O)c1cc(Cl)ccc1[N+](=O)[O-] (stereo not drawn)	103	0	3	3	107	4
14	COc1ccc(NC(=O)c2c(C)oc3c2CCCC3)cc1	102	-6	-1	-6	103	-10
15	Cc1ccc(OCCN(C)C(=O)CC2C(=O)NCCN2CC(C)(C)C)cc1 (stereo not drawn)	103	-3	-1	-2	101	-4

no.	Mcl1-Bid inh	RGS4-Gao reg	Bcl-W Bim block	GSH fluor	Bcl-B Bim block
1	-26	100	-2	12	-2
2	0	96	9	27	9
3	23	98	0	15	-4
4	-8	93	-1	27	-5
5	-12	98	-2	26	-5
6	-13	107	-2	10	-4
7	-2	100	5	43	-7
8	13	100	2	11	-3
9	-46	95	2	8	0
10	-10	102	-1	14	-5
11	-79	100	-2	14	-20
12	-7	91	0	14	-1
13	10	107	3	8	3
14	-25	102	-1	37	-6
15	-37	104	0	12	-4

Part of the list above, with values under each structure:
The line under a structure holds: RGS8-Gao reg	Bcl-XL Bim block	Mcl-1 Bim block	Bcl-2 Bim block	RGS7-Gao	Bfl-1 Bim block	Mcl1-Bid inh	RGS4-Gao reg	Bcl-W Bim block	GSH fluor	Bcl-B Bim block
#1 CCCOc1ccc(NC(=O)CC2Nc3ccccc3NC2=O)cc1 (stereo not drawn)
 : 100	0	-1	-1	100	-5	-26	100	-2	12	-2
#2 COC(=O)c1ccccc1NC(=O)C1CC(=O)N(C2CCCCC2)C1 (stereo not drawn)
 : 95	11	9	6	94	12	0	96	9	27	9
#3 O=C(CN1CCSCC1)N/N=C/c1cccc(Cl)c1
 : 101	0	0	-1	?	-6	23	98	0	15	-4
#4 C=CCn1c2ccccc2c2nnc(SCc3ccc4nonc4c3)nc21
 : 98	-3	0	-7	99	-10	-8	93	-1	27	-5
#5 CC(=O)C1=C(O)C(=O)N(c2cc(C(C)(C)C)on2)C1c1ccc(Br)cc1 (stereo not drawn)
 : 102	-6	0	-6	99	-10	-12	98	-2	26	-5
#6 CCOC(=O)CNC(=O)N1CCCC(CCC(=O)NCc2ccc(F)c(F)c2)C1 (stereo not drawn)
 : 102	-1	-1	0	103	-8	-13	107	-2	10	-4
#7 COc1cc(/C=N/NC(=O)COc2ccc(Cl)cc2)ccc1OS(=O)(=O)c1ccc(C)cc1
 : 102	1	-1	-11	97	-12	-2	100	5	43	-7
#8 Cc1ccc2c(c1)S/C(=C/c1ccc[n+](C)c1)N2CCO
 : 101	0	0	-2	102	-2	13	100	2	11	-3
#9 CCc1c(C)sc(NC(=S)Nc2cccnc2)c1C(=O)OC
 : 101	-2	-4	2	93	6	-46	95	2	8	0
#10 CCCc1nnc(SCC(=O)N2CCOCC2)n1C
 : 102	-2	0	-13	102	0	-10	102	-1	14	-5
#11 CCNC(=S)N/N=C(\C)c1ccc(Cl)s1
 : 101	-8	-4	-21	100	-1	-79	100	-2	14	-20

Next compounds follow.
no.	mol	RGS8-Gao reg	Bcl-XL Bim block	Mcl-1 Bim block	Bcl-2 Bim block	RGS7-Gao	Bfl-1 Bim block
16	Cc1ccc(/C=N/n2c(C)nnc2C)cc1	100	-7	-6	-8	101	-19
17	Cc1ccc(S(=O)(=O)N/N=C2/CCCCC2C2CCCCC2)cc1[N+](=O)[O-] (stereo not drawn)	99	-7	-4	-5	97	-3
18	Cc1ccc(NC(=O)CSc2nc3ccccc3c3nc(CCc4c(C)n[nH]c4C)nn23)cc1F	101	-9	-3	nt	94	-20
19	CCOC(=O)/C=C/C(=O)OCC(=O)Nc1cccc(Cl)c1Cl	98	1	-2	0	?	-7
20	Cc1cccc2cc(C(c3nnnn3C3CCCC3)N3CCOCC3)c(=O)[nH]c12 (stereo not drawn)	88	-1	-3	-3	92	0
21	O=C(Nc1ccc(O)c(C(=O)O)c1)c1ccc2c(c1)C(=O)N(CC1CCCO1)C2=O (stereo not drawn)	101	4	0	0	102	-2
22	CCOC(=O)N1CCN(c2c(NCCc3ccc(OCC)c(OCC)c3)c(=O)c2=O)CC1	98	1	1	0	97	-1
23	COc1cc(NC(=O)Cn2cnc3sc(C)c(S(=O)(=O)N4CCN(C)CC4)c3c2=O)cc(OC)c1OC	100	-5	-45	-12	105	-1
24	C#CCSc1nc(-c2ccccc2)cc(C(F)(F)F)c1C#N	96	-7	-1	-12	105	-10
25	CCOc1ccc(-c2nn[nH]n2)cc1OCC	99	0	0	3	98	0
26	O=C(c1cc([N+](=O)[O-])ccc1Cl)N1c2ccccc2Sc2ccccc21	90	-10	-7	-7	102	-2
27	COC(=O)c1sc(S(=O)(=O)N2CCC(C)CC2)c(C(=O)OC)c1C	99	-3	-1	-4	105	-6
28	CCOC(=O)c1cc(-c2ccccc2)sc1NC(=S)Nc1cc(C)ccn1	82	-1	-4	-6	83	-1
29	C/C(=N\NC(=O)CSCc1ccc(Cl)cc1)c1ccc(NC(=O)c2ccccc2)cc1	101	-2	0	-3	103	-15
30	O=C(/C=C/c1ccco1)Nc1ccc(-c2nc3ccccc3[nH]2)cc1	84	-17	-7	-6	61	3

no.	Mcl1-Bid inh	RGS4-Gao reg	Bcl-W Bim block	GSH fluor	Bcl-B Bim block
16	-1	101	-2	36	-12
17	-26	95	-7	11	-7
18	-5	97	-2	18	-7
19	-17	96	1	15	-2
20	2	95	-5	24	-2
21	12	102	0	17	2
22	-8	99	-1	29	-1
23	-10	104	-2	15	-12
24	1	96	-1	27	-15
25	2	96	2	24	-1
26	-15	100	-5	13	-7
27	4	103	-1	16	-2
28	-30	83	-2	12	-4
29	37	102	0	25	-6
30	-46	75	-7	19	-8

Additional compounds:
no.	mol	RGS8-Gao reg	Bcl-XL Bim block	Mcl-1 Bim block	Bcl-2 Bim block	RGS7-Gao	Bfl-1 Bim block
31	CCOC(=O)c1c(C)c(C(=O)NCCN2CCOCC2)c(C)n1CC	115	0	0	0	101	0
32	CC(C)(C)NC(=O)C(c1ccco1)N(C(=O)Cn1nnc(-c2ccc(F)cc2)n1)c1cccc(F)c1 (stereo not drawn)	99	-9	-5	-5	98	-11
33	COc1ccc(Br)cc1-c1noc(-c2ccccc2)n1	108	-2	7	-1	107	-4
34	O=C(CCSc1ccccc1)N1CCN(C(=O)c2ccco2)CC1	95	-5	5	-2	87	-10
35	Cc1c(CCOC(=O)CC23CC4CC(CC(C)(C4)C2)C3)sc[n+]1Cc1ccc([N+](=O)[O-])cc1	100	-5	0	-8	106	-5
36	O=C(CC(=O)NC1CCCCC1)N/N=C/c1ccc(Cl)cc1	100	1	-2	0	102	-1
37	C/C(=N\N1CCN(c2ccccc2)CC1)c1ccco1	103	0	-1	-1	100	2
38	CN(C)CCNC(=O)C1CC(=O)N(c2ccc(F)c(Cl)c2)C1 (stereo not drawn)	97	-5	1	-5	96	-9
39	CCOC(=O)c1c(NC(=O)C(C)N2CCN(S(=O)(=O)c3cccs3)CC2)sc2c1CCC(C)C2 (stereo not drawn)	98	-4	-2	-6	103	-14
40	Cc1cc(C)cc(NC(N)=S)c1	103	-8	-3	-9	103	-14
41	O=C1C(C=Nc2ccccc2O)=C(O)c2ccccc21	78	-11	-3	-12	73	-10
42	COc1cccc(-c2nn(-c3ccccc3)cc2CN(C)C(C)c2ccon2)c1 (stereo not drawn)	105	0	23	2	105	-4
43	CCSc1nnc(NC(=O)C(CC)Oc2ccccc2)s1 (stereo not drawn)	96	-6	-3	-9	92	-20
44	CCc1nnc(NC(=O)CSc2nnnn2C)s1	99	-10	-5	-4	95	-6
45	Clc1ccc(OCCCc2nc(-c3cccnc3)no2)c(Cl)c1	96	-3	-2	-5	101	-4

no.	Mcl1-Bid inh	RGS4-Gao reg	Bcl-W Bim block	GSH fluor	Bcl-B Bim block
31	-27	101	-4	26	-3
32	-14	96	-3	14	-8
33	-3	111	4	8	0
34	-12	88	0	4	-4
35	-34	103	-1	14	-1
36	-11	103	0	9	3
37	-55	101	0	13	-4
38	-2	95	-4	33	-5
39	-6	101	0	10	-7
40	-83	104	-5	16	-15
41	-33	92	-1	28	-7
42	4	105	13	11	0
43	-2	96	-1	23	-8
44	-4	94	-5	19	-10
45	4	98	0	25	-2

Going on with the list:
no.	mol	RGS8-Gao reg	Bcl-XL Bim block	Mcl-1 Bim block	Bcl-2 Bim block	RGS7-Gao	Bfl-1 Bim block
46	CCOC(=O)CSc1nsc(SCC(=O)OCC)c1C#N	94	nt	nt	?	97	nt
47	C=CCN1C(=O)/C(=C2/Sc3ccccc3N2C)SC1=Nc1ccccc1C	103	-1	-3	-5	100	-4
48	NS(=O)(=O)c1cc2c(cc1Cl)NCNS2(=O)=O	101	-1	-2	1	101	-1
49	CCc1nnc(NC(=O)CSc2nccn2-c2cccc(C)c2)s1	106	-6	-2	-8	103	-14
50	CC1(C)CC(=O)C=C(NNC(=O)OC(C)(C)C)C1	100	0	0	-1	?	-4
51	O=C(N/C(=C/c1ccco1)C(=O)N1CCOCC1)c1cccs1	101	-1	-1	-3	96	-1
52	CC(C)C(OC(=O)c1cc2sccc2n1C)C(=O)NCC1CCCO1 (stereo not drawn)	118	-1	-1	-2	115	-4
53	COc1ccc(-n2c(=O)cc(N3CC(C)OC(C)C3)[nH]c2=O)cc1 (stereo not drawn)	97	-1	-5	-1	100	-4
54	CCC1CCCCN1C(=S)Nc1cccc(S(=O)(=O)N(C)C)c1 (stereo not drawn)	102	0	-2	-2	?	-5
55	Nc1cc(C(=O)O)ccc1Sc1ccccc1C(=O)O	101	-4	-6	-2	103	6

no.	Mcl1-Bid inh	RGS4-Gao reg	Bcl-W Bim block	GSH fluor	Bcl-B Bim block
46	-4	96	nt	63	nt
47	40	100	-4	46	-2
48	1	100	0	21	0
49	-10	107	-5	14	-8
50	-21	102	0	16	-3
51	-20	101	0	17	-2
52	-24	114	-2	254*	-4
53	-39	103	0	22	-3
54	-42	103	0	16	-12
55	-21	99	-5	16	-24
